KCNQ1 pot = potentiators or activators of KCNQ1 channel, primary screen, cell-based, thallium flux, high-throughput | B-score at 10 µM | Potassium voltage-gated channel subfamily KQT member 1 (Homo sapiens), P51787 | hit rate 0.35% among 310,000 | CHO-K1 KCNQ1, thallium flux FluxOR fluorescence; hits give high values;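 active = fluorescence ratio B-score, a plate-corrected score, at least three library SD, with initial intensity B-score within 5 SD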
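System: CHO-K1 cells stably expressing KCNQ1 / Medium: assay buffer for compound exposure, DMSO matched across wells / Reagent: thallium- and potassium-containing depolarizing buffer / Compound: one concentration, matched DMSO / Incubation: 20 min compound pretreatment at room temperature / Measured by: kinetic FluxOR fluorescence, 10 s baseline plus 110 s post-stimulus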
TRPC4 agonist = activators of mouse TRPC4 channel, primary screen, Fluo4 calcium, HEK293 TRPC4beta/mu-opioid cells; Fluo4 calcium fluorescence; hits give high values; Short transient receptor potential channel 4 (Mus musculus), Q9QUQ5; B-score at 10 µM; AID 2237, 2010; hit rate 0.49% among 310,000;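 active = B-score above 5 SD of library B-scores, and initial fluorescence ratio not above library mean plus 5 SD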;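 note: positive B-score marks a calcium rise read as TRPC4 activation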
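Material: HEK293 stable line with TRPC4beta plus mu-opioid receptor; technique: Fluo4 calcium-sensitive dye fluorescence, kinetic, 1 Hz baseline; timing: Fluo4 dye loading 45 min at room temperature, 110 s recording; controls: assay buffer as low control, maximal DAMGO as high control; read-out: integrated baseline-normalised fluorescence ratio, converted to per-well B score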
KCNK9 block = KCNK9 potassium channel inhibitors, primary screen, HEK293 cells, thallium flux | Potassium channel subfamily K member 9 (Homo sapiens), Q9NPC2 | FluxOR thallium flux fluorescence; hits give low values | B-score at 10 µM | hit rate 1.2% among 310,000 | AID 488922, 2010;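 active = ratio B-score over 3 SD below the library mean, with starting fluorescence within 5 SD of its mean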;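 note: negative B-score means less thallium flux so channel inhibition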
hERG rescue = hERG rescue from dofetilide block, primary screen, cell-based, CHO-hERG, FluxOR thallium flux, dofetilide IC70 | Voltage-gated inwardly rectifying potassium channel KCNH2 (Homo sapiens), Q12809 | dofetilide IC70 present | activation (rescue from dofetilide block), less the hit threshold, % at 10 µM | hit rate 0.51% among 310,000 | AID 1511, 2009;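 active = activation above the mean of controls blocked by dofetilide plus 5 SD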;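 note: thallium influx through hERG after potassium depolarization seen as dye fluorescence rise; in these data hits start at about 4.7%; inactives centre near -7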
Target sequence (Q12809 whole entry, looked up): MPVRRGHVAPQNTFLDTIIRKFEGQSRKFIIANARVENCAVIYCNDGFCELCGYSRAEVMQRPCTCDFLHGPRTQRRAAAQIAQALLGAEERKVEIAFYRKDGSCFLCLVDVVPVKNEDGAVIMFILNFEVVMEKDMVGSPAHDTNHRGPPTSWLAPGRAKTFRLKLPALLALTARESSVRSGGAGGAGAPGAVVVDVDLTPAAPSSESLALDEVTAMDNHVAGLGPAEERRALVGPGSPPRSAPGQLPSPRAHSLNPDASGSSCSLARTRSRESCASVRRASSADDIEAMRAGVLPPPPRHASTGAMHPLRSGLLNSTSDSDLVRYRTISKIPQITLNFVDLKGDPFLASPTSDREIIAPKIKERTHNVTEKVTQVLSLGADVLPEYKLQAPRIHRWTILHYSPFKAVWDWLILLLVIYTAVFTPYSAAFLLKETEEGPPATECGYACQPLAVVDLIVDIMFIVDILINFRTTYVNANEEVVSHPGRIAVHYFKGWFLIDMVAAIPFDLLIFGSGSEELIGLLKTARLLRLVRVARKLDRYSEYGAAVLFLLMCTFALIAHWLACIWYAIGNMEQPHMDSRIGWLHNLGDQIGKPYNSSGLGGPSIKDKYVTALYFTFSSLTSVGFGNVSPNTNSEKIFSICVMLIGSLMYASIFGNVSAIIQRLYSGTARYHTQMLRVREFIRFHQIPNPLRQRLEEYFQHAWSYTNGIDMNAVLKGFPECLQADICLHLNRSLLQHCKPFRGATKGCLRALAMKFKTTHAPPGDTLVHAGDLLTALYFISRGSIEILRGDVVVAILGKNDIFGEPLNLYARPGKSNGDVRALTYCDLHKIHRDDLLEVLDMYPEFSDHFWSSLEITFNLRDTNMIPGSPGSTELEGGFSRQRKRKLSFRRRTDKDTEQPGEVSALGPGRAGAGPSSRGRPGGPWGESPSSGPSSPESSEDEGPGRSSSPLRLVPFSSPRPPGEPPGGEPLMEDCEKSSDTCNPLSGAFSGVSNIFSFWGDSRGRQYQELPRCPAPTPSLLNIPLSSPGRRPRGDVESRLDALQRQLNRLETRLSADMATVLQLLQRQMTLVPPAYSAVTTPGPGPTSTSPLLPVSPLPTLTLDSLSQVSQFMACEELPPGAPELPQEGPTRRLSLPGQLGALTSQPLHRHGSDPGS
KCNK3 block = human KCNK3 channel inhibitors, primary screen, CHO cells, FluxOR thallium flux, B-score; B-score at 10 µM; FluxOR fluorescence; hits give low values; hit rate 0.84% among 340,000;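 active = B-score under library mean minus 4 SD, starting fluorescence ratio at most library mean plus 5 SD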;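 note: more negative B-score means stronger inhibition of thallium flux through KCNK3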
PolyA inhibitor = polyadenylation inhibitors in yeast reporter cells, primary screen, luminescence, S. cerevisiae | hit rate 0.02% among 300,000 | S. cerevisiae SKY197-pL101 polyadenylation reporter, beta-gal luminescence; efflux-impaired pdr1/pdr3 knockout yeast; score 100 = 6 SD above DMSO | calls only at 12 µM | AID 1875, 2009;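 active = lowest replicate activity score at least 50, where 100 means six control SD above control mean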;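 note: yeast exposed to compound for 9 h at 30 °C; higher score means more reporter readthrough which indicates perturbed polyadenylation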
Platelet DG rel = inhibitors of platelet dense granule secretion, primary screen, cell-based, MLPCN, human platelets. human platelet-rich plasma, SFLLRN dense granule ATP release, luminescence. hit rate 0.22% among 300,000. inhibition, %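 (compounds screened at 7.5 µM in platelet-rich plasma)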. AID 1663, 2009;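 active = mean replicate score, as percent of positive control, at or above 50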
TRPC4 potent = positive allosteric modulators of TRPC4, primary screen, cell-based, mouse TRPC4beta, HEK293 mu-opioid, Fluo-4 calcium; AID 2227, 2009; Short transient receptor potential channel 4 (Mus musculus), Q9QUQ5; B-score at 10 µM; DAMGO EC20, Fluo-4 Ca2+ flux; hits give high values; hit rate 0.42% among 310,000;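 active = B-score of calcium response area above 5 SD of library B-scores, with initial fluorescence ratio within 5 SD of library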;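 note: B-score of integrated fluorescence ratio over time as area under calcium response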
DYRK1A inh = rat Dyrk1A kinase inhibitors, primary screen, biochemical, single point, plate reader. Dual specificity tyrosine-phosphorylation-regulated kinase 1A (Rattus norvegicus), Q63470. ADP-Glo luminescence, NFATc1 peptide. inhibition, % at 12.5 µM. hit rate 0.43% among 310,000; in the data active = inhibition above about 50%;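 note: plate controls were vehicle with enzyme for no effect and no enzyme for full effect; many of its hits are not listed in these tables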
TRPC4 inh = inhibitors of mouse TRPC4 channel, primary screen, Fluo4 calcium, HEK293 TRPC4beta/mu-opioid cells; DAMGO-evoked Fluo4 calcium flux; hits give low values; Short transient receptor potential channel 4 (Mus musculus), Q9QUQ5; B-score at 10 µM; AID 2247, 2010; hit rate 0.39% among 300,000;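 active = B-score over 3 SD under the library average, no early fluorescence shift, positive overall ratio signal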
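System: stable TRPC4beta/mu-opioid receptor HEK293 cells; Dosing: single-point compound dosing; Measured by: Fluo4 Ca2+ flux fluorescence; Read-out basis: per-well B score of integrated baseline-normalized Fluo4 ratio.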
KCNQ1 inh = inhibitors of human KCNQ1 channel, primary screen, cell-based, thallium flux, high-throughput; Potassium voltage-gated channel subfamily KQT member 1 (Homo sapiens), P51787; CHO-K1 KCNQ1, FluxOR thallium flux fluorescence; hits give high values; B-score at 10 µM; hit rate 1.3% among 310,000;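 active = compounds whose thallium flux B-score, printed positive for inhibition, exceeds three library SD while starting fluorescence stays within three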;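 note: channel opened by potassium depolarization with thallium stimulus after 20 min compound exposure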
An asterisk follows results filed as active.

For CCc1ccc(C(=O)N/N=C/c2cccc3ccccc23)nc1 the results were KCNQ1 pot inactive, TRPC4 agonist inactive, KCNK9 block inactive, hERG rescue -3, KCNK3 block inactive, PolyA inhibitor inactive, Platelet DG rel 0, TRPC4 potent inactive, DYRK1A inh -3, TRPC4 inh inactive and KCNQ1 inh inactive.
For CCN(CC(=O)NCc1ccc(F)cc1)C(=O)CN1CCN(c2ccc(OC)cc2)CC1 the results were KCNQ1 pot inactive, TRPC4 agonist inactive, KCNK9 block inactive, hERG rescue -7, KCNK3 block inactive, PolyA inhibitor inactive, Platelet DG rel 23, TRPC4 potent inactive, DYRK1A inh -3, TRPC4 inh inactive and KCNQ1 inh inactive.
For COc1ccc(-n2c(SCC(=O)N3CCOCC3)nnc2C(C)N2CCCCC2)cc1 (stereo not given) the results were KCNQ1 pot inactive, TRPC4 agonist inactive, KCNK9 block inactive, hERG rescue -2, PolyA inhibitor inactive, Platelet DG rel -5, TRPC4 potent inactive, TRPC4 inh inactive and KCNQ1 inh inactive.
For COC(=O)[C@@H](NC(=O)c1cc(COc2cncc(Cl)c2)on1)c1ccccc1 the results were KCNQ1 pot inactive, TRPC4 agonist inactive, KCNK9 block inactive, hERG rescue -2, KCNK3 block inactive, PolyA inhibitor inactive, Platelet DG rel 2, TRPC4 potent inactive, DYRK1A inh 2, TRPC4 inh inactive and KCNQ1 inh inactive.
For Cc1nc(C(F)(F)F)c(C(=O)NC(=O)Nc2ccccc2)s1 the results were KCNQ1 pot inactive, TRPC4 agonist inactive, KCNK9 block inactive, hERG rescue -4, KCNK3 block inactive, PolyA inhibitor inactive, Platelet DG rel 0, TRPC4 potent inactive, DYRK1A inh 1, TRPC4 inh inactive and KCNQ1 inh inactive.
COc1ccccc1CCNC(=O)CCCn1nc(C)c2c(C)n(-c3ccc(C)cc3)nc2c1=O was read as KCNQ1 pot inactive, TRPC4 agonist inactive, KCNK9 block inactive, hERG rescue -6, KCNK3 block inactive, PolyA inhibitor inactive, Platelet DG rel -8, TRPC4 potent inactive, DYRK1A inh -5, TRPC4 inh inactive and KCNQ1 inh inactive.
Cc1ccc(/C=N/NC(=O)CSc2nc3ccccc3n2Cc2ccccc2)o1 was read as KCNQ1 pot inactive, TRPC4 agonist inactive, KCNK9 block inactive, hERG rescue -12, KCNK3 block inactive, PolyA inhibitor inactive, Platelet DG rel -6, TRPC4 potent inactive, DYRK1A inh -5, TRPC4 inh inactive and KCNQ1 inh inactive.
Screening CCc1nnc(NC(=O)CN2CCN(c3nc(-c4ccccc4)cs3)CC2)s1 returned KCNQ1 pot inactive, TRPC4 agonist inactive, KCNK9 block inactive, hERG rescue -14, KCNK3 block inactive, PolyA inhibitor inactive, Platelet DG rel 12, TRPC4 potent inactive, DYRK1A inh 5, TRPC4 inh inactive and KCNQ1 inh inactive.
For CC/C(=N\NC(=O)OC)c1ccc(OC(F)F)cc1 the results were KCNQ1 pot inactive, TRPC4 agonist inactive, KCNK9 block inactive, hERG rescue -9, KCNK3 block inactive, PolyA inhibitor inactive, Platelet DG rel 3, TRPC4 potent inactive, DYRK1A inh 4, TRPC4 inh inactive and KCNQ1 inh inactive.
`COc1ccc(C2CC(c3ccc(F)cc3)Nc3nc(N)nn32)cc1` (stereo not given) gave KCNQ1 pot inactive, TRPC4 agonist inactive, KCNK9 block inactive, hERG rescue -5, KCNK3 block inactive, PolyA inhibitor inactive, Platelet DG rel 2, TRPC4 potent inactive, DYRK1A inh -2, TRPC4 inh inactive and KCNQ1 inh inactive.
Screening O=C(Nc1ccc(N2CCOCC2)c(S(=O)(=O)Nc2ccc(Cl)cc2)c1)c1cnccn1 returned KCNQ1 pot inactive, TRPC4 agonist inactive, KCNK9 block inactive, hERG rescue -14, KCNK3 block inactive, PolyA inhibitor inactive, Platelet DG rel 9, TRPC4 potent inactive, DYRK1A inh -2, TRPC4 inh inactive and KCNQ1 inh inactive.
For COCC(=O)Nc1ncc(S(=O)(=O)c2ccc([N+](=O)[O-])cc2)s1 the results were KCNQ1 pot inactive, TRPC4 agonist inactive, KCNK9 block inactive, hERG rescue -4, KCNK3 block inactive, PolyA inhibitor inactive, Platelet DG rel 1, TRPC4 potent inactive, TRPC4 inh inactive and KCNQ1 inh inactive.
Screening CC(=O)Nc1ccc2nc(C)n(Cc3ccc(Cl)cc3)c(=O)c2c1 returned KCNQ1 pot inactive, TRPC4 agonist inactive, KCNK9 block inactive, hERG rescue -8, KCNK3 block inactive, PolyA inhibitor inactive, Platelet DG rel 2, TRPC4 potent inactive, DYRK1A inh 3, TRPC4 inh inactive and KCNQ1 inh inactive.
O=C(NCc1ccco1)c1ccc2c(c1)C(=O)N(Cc1ccccc1)C2=O was read as KCNQ1 pot inactive, TRPC4 agonist inactive, KCNK9 block inactive, hERG rescue -6, KCNK3 block inactive, PolyA inhibitor inactive, Platelet DG rel 0, TRPC4 potent inactive, DYRK1A inh -1, TRPC4 inh inactive and KCNQ1 inh inactive.
Screening CC(O)c1ccc(OCCN(C)c2ccccn2)cc1 (stereo not given) returned KCNQ1 pot inactive, TRPC4 agonist inactive, KCNK9 block inactive, hERG rescue -5, KCNK3 block inactive, PolyA inhibitor inactive, Platelet DG rel 1, TRPC4 potent inactive, DYRK1A inh 2, TRPC4 inh inactive and KCNQ1 inh inactive.
Screening CCCNc1nc2c(c(=O)n(C)c(=O)n2C)n1CCc1ccccc1 returned KCNQ1 pot inactive, TRPC4 agonist inactive, KCNK9 block inactive, hERG rescue -7, KCNK3 block inactive, PolyA inhibitor inactive, Platelet DG rel -4, TRPC4 potent inactive, DYRK1A inh -4, TRPC4 inh inactive and KCNQ1 inh inactive.
O=C(CCNS(=O)(=O)c1cccc2nsnc12)NCCC1=CCCCC1 was read as KCNQ1 pot inactive, TRPC4 agonist inactive, KCNK9 block inactive, hERG rescue -8, KCNK3 block inactive, PolyA inhibitor inactive, Platelet DG rel -6, TRPC4 potent inactive, DYRK1A inh 7, TRPC4 inh inactive and KCNQ1 inh inactive.
CC(=NCCc1c(C)[nH]c2ccc(OC(F)(F)F)cc12)C1=C(O)CC(c2ccccc2)CC1=O (stereo not given) was read as KCNQ1 pot inactive, TRPC4 agonist inactive, KCNK9 block inactive, hERG rescue -20, KCNK3 block inactive, PolyA inhibitor inactive, Platelet DG rel -3, TRPC4 potent inactive, TRPC4 inh inactive and KCNQ1 inh inactive.
Screening CCCc1c(C(=O)N/N=C/c2sccc2C)nnn1-c1nonc1N returned KCNQ1 pot inactive, TRPC4 agonist inactive, KCNK9 block inactive, hERG rescue -6, KCNK3 block inactive, PolyA inhibitor inactive, Platelet DG rel 10, TRPC4 potent inactive, DYRK1A inh -3, TRPC4 inh inactive and KCNQ1 inh inactive.
Screening COc1ccc(/C=C2/SC(=O)N(NS(=O)(=O)c3ccccc3)C2=S)cc1OC returned KCNQ1 pot inactive, TRPC4 agonist inactive, KCNK9 block inactive, hERG rescue -36, KCNK3 block inactive, PolyA inhibitor inactive, Platelet DG rel 12, TRPC4 potent inactive, DYRK1A inh 1, TRPC4 inh inactive and KCNQ1 inh inactive.
CCOC(=O)c1cnc(SC2CC(=O)N(c3ccccc3)C2=O)nc1N (stereo not given) was read as KCNQ1 pot inactive, TRPC4 agonist inactive, KCNK9 block inactive, hERG rescue -2, KCNK3 block inactive, PolyA inhibitor inactive, Platelet DG rel 2, TRPC4 potent inactive, DYRK1A inh 2, TRPC4 inh inactive and KCNQ1 inh inactive.
CCOc1cccc(-c2nnc(SCC(=O)Nc3cc(C)ccc3OC)n2N)c1 was read as KCNQ1 pot inactive, TRPC4 agonist inactive, KCNK9 block inactive, hERG rescue -13, KCNK3 block inactive, PolyA inhibitor inactive, Platelet DG rel -5, TRPC4 potent inactive, DYRK1A inh 0, TRPC4 inh inactive and KCNQ1 inh inactive.
For Cc1c(Cl)cccc1NC(=S)N(CCCN1CCOCC1)Cc1ccco1 the results were KCNQ1 pot inactive, TRPC4 agonist inactive, KCNK9 block inactive, hERG rescue -18, KCNK3 block inactive, PolyA inhibitor inactive, Platelet DG rel -2, TRPC4 potent inactive, DYRK1A inh 12, TRPC4 inh inactive and KCNQ1 inh inactive.
For Cc1nn(-c2cc(N3CCNCC3)ccc2[N+](=O)[O-])c(=O)c2ccccc12 the results were KCNQ1 pot inactive, TRPC4 agonist inactive, KCNK9 block inactive, hERG rescue -10, KCNK3 block inactive, PolyA inhibitor inactive, Platelet DG rel 6, TRPC4 potent inactive, DYRK1A inh -5, TRPC4 inh inactive and KCNQ1 inh inactive.
For Cc1nc(/N=C(\N)NC(=O)c2ccccc2)nc2ccccc12 the results were KCNQ1 pot inactive, TRPC4 agonist inactive, KCNK9 block inactive, hERG rescue -8, KCNK3 block inactive, PolyA inhibitor inactive, Platelet DG rel 8, TRPC4 potent inactive, DYRK1A inh 0, TRPC4 inh inactive and KCNQ1 inh inactive.
C=CCOc1ccc(/C=C2\C(=N)N3N=C(S(=O)(=O)CC)SC3=NC2=O)cc1OC was read as KCNQ1 pot inactive, TRPC4 agonist inactive, KCNK9 block inactive, hERG rescue -5, KCNK3 block inactive, PolyA inhibitor inactive, Platelet DG rel 2, TRPC4 potent inactive, DYRK1A inh 2, TRPC4 inh inactive and KCNQ1 inh inactive.
For CCCNC(=S)N1CCN(C(c2ccccc2)c2ccccc2)CC1 the results were KCNQ1 pot inactive, TRPC4 agonist inactive, KCNK9 block inactive, hERG rescue -8, KCNK3 block inactive, PolyA inhibitor inactive, Platelet DG rel 11, TRPC4 potent inactive, DYRK1A inh -3, TRPC4 inh inactive and KCNQ1 inh inactive.

Screening data: PubChem BioAssay, several laboratories

A portion of the library. The share of hits here may be higher or lower than overall.
